PRMT1 inh: blocks human protein arginine methyltransferase 1. Q99873. recombinant PRMT1, activity-based probe fluorescence polarization. inhibition, % at 2.79 µM. hit rate 1.3% among 370,000;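 active means inhibition above about 21% made by adding two undisclosed values, limit read from the data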
Target sequence (Q99873 whole entry, looked up): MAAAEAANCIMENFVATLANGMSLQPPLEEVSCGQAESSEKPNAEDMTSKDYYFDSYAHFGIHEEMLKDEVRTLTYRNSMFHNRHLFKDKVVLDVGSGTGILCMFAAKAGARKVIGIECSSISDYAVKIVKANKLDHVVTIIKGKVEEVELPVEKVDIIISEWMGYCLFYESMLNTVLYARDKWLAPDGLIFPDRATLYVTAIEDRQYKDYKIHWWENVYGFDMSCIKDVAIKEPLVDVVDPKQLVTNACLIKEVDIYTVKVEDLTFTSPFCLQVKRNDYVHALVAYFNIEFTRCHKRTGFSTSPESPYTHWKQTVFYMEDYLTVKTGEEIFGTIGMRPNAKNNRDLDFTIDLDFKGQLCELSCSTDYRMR
PG9 binder: binds the HIV-1 gp120 antibody PG9. inhibition, % at 6.7 µM. hit rate 0.43% among 360,000. TR-FRET gp120-PG9 antibody binding; in the data active means inhibition above about 8.5%
Tn7 DDE FP: disrupts Tn7 cyclic peptide binding to fibrin D-Dimer-E complex; P02675; FP displacement of FITC-Tn7 peptide from fibrin DD(E); 0% = median of compound wells per plate; inhibition, % at 8.3 µM; hit rate 0.13% among 370,000;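 active means inhibition above the mean of compounds falling within the control limits plus 3 SD of them, cut at about 14% in these data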;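 further: 0% = plate median of compound wells and 100% = 10 µM Aha-Tn7 peptide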
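Assay system: human fibrin DD(E). Input: DD(E) 2 µM final. Medium: Tris buffer with calcium and detergent, pH 7.8. Compound dosing: single point at 8.3 µM. Timing: 10 min plus 3 h, room temperature. Technique: fluorescence polarization of the labelled Tn7 tracer. Read-out: percent inhibition. Replicates: singlicate testing.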
ABHD4 inh: ABHD4 (mouse) inhibition, primary FP screen | Q8VD66 | purified mABHD4, FP-Rh probe fluorescence polarization | inhibition, % at 8.92 µM | hit rate 0.54% among 370,000 | AID 720543;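 active means inhibition exceeding the mean over every tested compound plus 3 SD, cut at about 30% in these data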;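 further: 0% = plate median of compound wells and 100% = S159A mutant with DMSO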
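System: mouse ABHD4 enzyme, wild type / Medium: HEPES pH 7.0, NaCl, Pluronic buffer / Reagent: FP-Rh activity-based fluorescent probe / Control set: S159A mutant high control, sample median low control / Detection: fluorescence polarization with parallel and perpendicular emission, 525/598 nm / Schedule: 45 min + 60 min at 25 °C / Compound dosing: 8.92 µM, single dose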
SIAE inh: human SIAE inhibition, primary screen | inhibition, % at 9.66 µM | SIAE FP-Rh probe binding, fluorescence polarization | Q9HAT2 | hit rate 0.69% among 370,000;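 active means inhibition above a cutoff: mean of compounds within the control limits plus 3 SD of those, cut at about 17% in these data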;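 further: 0% = plate median of compound wells and 100% = probe without SIAE protein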
Target sequence (Q9HAT2 whole entry, looked up): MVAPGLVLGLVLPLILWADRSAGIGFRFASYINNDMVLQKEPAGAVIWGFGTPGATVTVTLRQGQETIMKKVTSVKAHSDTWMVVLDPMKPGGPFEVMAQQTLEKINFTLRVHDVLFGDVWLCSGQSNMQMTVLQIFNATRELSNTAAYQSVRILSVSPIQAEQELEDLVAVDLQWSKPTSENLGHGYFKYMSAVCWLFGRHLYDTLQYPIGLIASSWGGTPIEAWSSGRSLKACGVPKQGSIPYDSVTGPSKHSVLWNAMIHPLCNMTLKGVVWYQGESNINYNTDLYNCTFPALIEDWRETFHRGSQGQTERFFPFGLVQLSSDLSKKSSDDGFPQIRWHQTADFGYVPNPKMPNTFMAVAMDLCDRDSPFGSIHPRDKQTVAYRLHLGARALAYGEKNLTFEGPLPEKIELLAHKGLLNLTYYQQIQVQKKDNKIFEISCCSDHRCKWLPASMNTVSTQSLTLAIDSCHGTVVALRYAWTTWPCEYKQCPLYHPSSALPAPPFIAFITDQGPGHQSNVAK
UHRF1 MBD2 ctr: human UHRF1 methylated DNA binding inhibitors | Q96T88 | UHRF1 binding to methylated oligo, TR-FRET | inhibition, % at 4.4 µM | hit rate 0.75% among 370,000 | AID 687016; in the data active means inhibition above about 21%;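 further: UHRF1 SRA domain binding a hemimethylated CpG hairpin DNA probe; 0% = median of test compound wells and 100% = reference inhibitor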
TDP2 inh: TDP2 (human) inhibition, absorbance primary screen; recombinant TDP2, T5PNP hydrolysis, p-nitrophenol absorbance 415 nm; O95551; AID 720702; hit rate 0.34% among 370,000; inhibition, % at 12.8 µM;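 active means inhibition above the mean of all tested compounds plus 3 SD, set per campaign, cut at about 25% in these data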;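 further: 0% = DMSO with enzyme and 100% = buffer with substrate but no TDP2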
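System: recombinant human TDP2 / Amount: 120 nM TDP2 per well / Also added: 5 mM T5PNP chromogenic substrate / Doses: 12.8 µM single point, 1% DMSO / Incubation: 2 h at 37 °C / Detection: p-Nitrophenol epi absorbance / Evaluation: % inhibition relative to enzyme-containing and enzyme-free wells / Repeats: singlicate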
TCR CD3 inh: inhibitors of human TCR-CD3 interaction; hit rate 0.37% among 360,000; TAMRA-labeled TCR probe fluorescence, biochemical; inhibition, % at 9.4 µM; in the data active means inhibition above about 19%;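 further: recombinant mutant TCR 2C K166C tagged with TAMRA read by polarization; 0% = receptor in buffer alone and 100% = receptor with positive control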
LEDGF integ inh: blocks HIV-1 LEDGF/p75-dependent DNA integration. TR-FRET IN-LEDGF/p75 DNA integration, Eu/Cy5. inhibition, % at 3.7 µM. hit rate 0.64% among 370,000. AID 743269;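 active means inhibition above the screen-wide mean plus 3 SD, cut at about 13% in these data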;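 further: signal is the Cy5 over europium emission ratio at 671 and 618 nm; 0% = plate median of compound wells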
HTRA1 inhibitor: blocks human HTRA1 serine peptidase; hit rate 0.5% among 340,000; recombinant HTRA1, FP-rhodamine activity-based probe, fluorescence polarization; Q92743; AID 504803; inhibition, % at 5.96 µM; in the data active means inhibition above about 36%;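 further: 0% = enzyme with DMSO and 100% = wells lacking enzyme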
* hit, by the source's call; x = no result given.

cpd	PRMT1 inh	PG9 binder	Tn7 DDE FP	ABHD4 inh	SIAE inh	UHRF1 MBD2 ctr	TDP2 inh	TCR CD3 inh	LEDGF integ inh	HTRA1 inhibitor	Molecule
1	-1	0.7	-2	2	1	-3	4	2	-2	-4	O=C(COc1ccccc1)N1CCN(c2ncnc3c2cnn3-c2ccccc2)CC1
2	4	-1.5	-1	-15	-6	-4	-6	4	-1	-31	COc1ccc(-c2ccc(CN3C(C(C)C)C(=O)N(Cc4cn(Cc5ccco5)nn4)CCS3(=O)=O)cc2)cc1OC (stereo not given)
3	1	1.2	5	0	-9	-3	2	4	3	-15	CCN(CC)S(=O)(=O)c1cccc(NC(=O)COC(=O)c2cncc(Br)c2)c1
4	5	-1.9	3	9	8	45*	4	2	-3	0	O=C(NCCSc1c[nH]c2ccccc12)C1CC1
5	4	-1.7	5	1	1	3	-4	2	-5	-11	CCCCNC(=O)c1cn(CC)c2ccc(S(=O)(=O)N3CCCCCC3)cc2c1=O
6	0	-2.3	1	1	0	5	-7	-3	3	3	CC(O)C(=O)N/N=C/c1cccc2ccccc12 (stereo not given)
7	5	-2.0	1	4	0	1	7	8	-3	-7	Cc1nc2ccccn2c1C(=O)NNC(=O)Nc1cccc(C(F)(F)F)c1
8	0	0.0	1	1	3	4	0	-2	-1	-6	CCOC(=O)N1CCC(NC(=O)c2cc(C(=O)NC3CCN(Cc4ccccc4)CC3)ccc2CO)CC1

Retrieved one by one from above:
cpd	PRMT1 inh	PG9 binder	Tn7 DDE FP	ABHD4 inh	SIAE inh	UHRF1 MBD2 ctr	TDP2 inh	TCR CD3 inh	LEDGF integ inh	HTRA1 inhibitor	Molecule
5	4	-1.7	5	1	1	3	-4	2	-5	-11	CCCCNC(=O)c1cn(CC)c2ccc(S(=O)(=O)N3CCCCCC3)cc2c1=O
7	5	-2.0	1	4	0	1	7	8	-3	-7	Cc1nc2ccccn2c1C(=O)NNC(=O)Nc1cccc(C(F)(F)F)c1
4	5	-1.9	3	9	8	45*	4	2	-3	0	O=C(NCCSc1c[nH]c2ccccc12)C1CC1
2	4	-1.5	-1	-15	-6	-4	-6	4	-1	-31	COc1ccc(-c2ccc(CN3C(C(C)C)C(=O)N(Cc4cn(Cc5ccco5)nn4)CCS3(=O)=O)cc2)cc1OC (stereo not given)

Next results follow:
cpd	PRMT1 inh	PG9 binder	Tn7 DDE FP	ABHD4 inh	SIAE inh	UHRF1 MBD2 ctr	TDP2 inh	TCR CD3 inh	LEDGF integ inh	HTRA1 inhibitor	Molecule
9	-2	-2.5	-4	-2	-9	2	-7	-3	9	-2	CSc1ncccc1C(=O)N1CCCC(N2CCN(c3ccccc3C)CC2)C1 (stereo not given)
10	2	-0.8	-6	9	-2	1	2	-4	0	-5	COC(=O)C(C(=O)Nc1cccc(Cl)c1C)C1CCCC1 (stereo not given)
11	3	-0.7	7	2	-3	-1	-1	-4	-2	-3	O=c1[nH]c(Cc2cccs2)nc2ccccc12
12	1	-1.3	-10	2	-5	2	-6	-3	-1	-2	Cc1ccc(S(=O)(=O)N2CCOCC2)cc1C(=O)N1CC(C)OC(C)C1 (stereo not given)
13	4	0.0	0	-1	3	-19	-11	-2	3	-3	CN(C)CCNc1ccc(-c2n[nH]c(=O)c3ccccc23)cc1[N+](=O)[O-]
14	-3	x	-8	1	1	-2	-2	x	6	x	CN(Cc1ccco1)C(=O)c1cccc2c1C(=O)N(Cc1cccnc1)C2
15	5	-0.3	-1	-15	4	5	-7	-5	-2	-54	COc1ccc(C)cc1Nc1n[n+](-c2ccccc2)c(-c2cccc(Cl)c2Cl)s1
16	-2	-0.9	1	-2	7	10	0	5	1	2	CCOc1ccc(NC(=O)[C@@H]2CCCN2C(=O)c2cccs2)cc1S(=O)(=O)N1CCOCC1
17	2	-1.5	-6	17	8	-1	13	-2	0	-37	CCOC(=O)c1c(NC(=O)CN(C)C2CCN(C)CC2)sc(C(=O)Nc2ccccc2)c1C
18	4	-0.4	1	19	7	-3	0	-3	-5	16	CCOC(=O)C1(C)/C(=N/Nc2ccccc2OC)C(=O)C(=O)N1c1ccccc1 (stereo not given)
19	1	-0.9	-4	-3	-1	0	-3	-3	-1	-3	O=C1CN(C(=O)C2CC2)c2ccccc2N1
20	-2	-2.2	1	4	-3	1	1	7	1	3	O=C(N1CCN(c2ccccc2)CC1)C(F)(F)C(F)F
21	-1	1.0	-2	4	5	-1	4	-5	-1	-3	O=C(NC1=NCCS1)C1CC(=O)N(c2ccc(F)cc2)C1 (stereo not given)
22	0	0.3	0	7	1	-2	6	1	-1	4	CCOc1ccc(N=CC2=C(O)CC(C)(C)CC2=O)cc1
23	2	-1.4	-2	4	3	-2	3	9	3	-1	CC1CCCC(C)N1C(=O)c1ccc2c(c1)S(=O)(=O)c1ccccc1C2=O (stereo not given)
24	-2	-4.2	-2	8	8	-2	1	7	2	0	Clc1ccc(-c2nnc(N3CCCC3)nn2)cc1
25	3	-1.7	4	-6	-2	23*	-3	-7	1	-1	CCCn1nnc(NC(=O)COc2ccc(Cl)cc2)n1
26	0	8.2	-3	-5	-1	0	1	-1	-2	-6	COc1ccc(OC)c(C(=O)c2ccc(C(=O)Nc3ccc4ccccc4c3)cc2)c1
27	0	-3.5	1	-7	-5	0	-7	8	2	-4	CCOC(=O)C1=C(O)/C(=C/c2cc(OC)c(OC)c(OC)c2)SC1=Nc1ccc(OC)cc1
28	5	0.5	10	-11	6	2	9	-4	5	2	Cc1ccc(S(=O)(=O)N2CCCC2C(=O)O)cc1 (stereo not given)
29	3	-0.9	-3	0	6	-1	2	11	1	8	CCOc1cc(S(=O)(=O)Nc2ccncc2)ccc1F
30	-1	-2.9	8	0	9	1	6	1	-5	x	CCc1nc2ccc(C(=O)N3CCN(S(=O)(=O)CC)CC3)cn2c1N(C=O)Cc1ccc(OC)cc1
31	4	0.3	6	1	1	1	-2	-4	-5	-2	Cc1ccc(NC(=O)N2CCCc3ccccc32)cc1
32	2	0.8	0	2	-1	0	-6	-8	-4	-12	O=C(c1cccc(-n2cnnn2)c1)N1CC=C(c2ccccc2)CC1
33	0	-0.6	-3	1	-4	11	7	5	2	x	CC(C)=CCC[C@H](C)C[C@@H]1CC2=C(C(=O)OC(C)(C)O2)[C@@H](c2ccc(F)cc2)O1
34	2	-3.6	0	-4	-22	3	-4	-4	0	-3	CCOC(=O)C1=C(O)/C(=C/c2ccc(OCC(=O)Nc3ccc(C)cc3)cc2)N=C1C
35	-2	1.3	3	-13	-30	-2	8	5	4	-49	CC(C)=CCc1c(O)cc(O)c2c1OC(c1ccc(O)cc1)CC2=O (stereo not given)
36	-1	-1.3	0	3	2	-4	0	-1	1	9	O=C(Nc1cnc2ccccn2c1=O)c1ccc(F)cc1
37	1	-1.4	7	-6	3	-3	-2	12	-5	-20	CCN1C(=O)[C@H]2[C@@H](c3ccc(-c4ccc5c(c4)OCO5)c(OC)c3)N[C@@](CC(C)C)(C(=O)OC)[C@H]2C1=O
38	2	-1.6	3	-9	-6	1	-3	-7	-3	-5	Fc1cnc(N/N=C/c2ccc(-c3ccc(Br)cc3)o2)nc1N1CCOCC1
39	-2	-1.4	1	1	1	0	6	1	2	9	Cn1nc([N+](=O)[O-])nc1Sc1nnnn1-c1ccc(C(=O)O)cc1
40	-3	-2.2	-7	2	-7	1	10	5	3	-13	CCN(c1ccccc1)S(=O)(=O)c1ccc(Cl)c(NC(=O)COC(=O)c2ccc[nH]c2=O)c1
41	0	33*	1	0	-7	-2	-10	-3	2	1	COC(=O)c1ccccc1NC(=O)c1cccc(NC(=O)CSCc2ccccc2)c1C
42	-1	1.3	-8	3	8	-2	6	-8	-3	3	CCc1ccccc1NC(=O)CNCC(=O)Nc1ccccc1CC
43	4	-1.3	-6	1	5	7	-3	-1	1	-9	O=C(O)C1CCCN1S(=O)(=O)c1ccc2c(c1)CCC2 (stereo not given)
44	-3	-1.4	6	0	3	94*	5	3	6	-6	COc1ccc(NC(=O)Cn2cc(C(C)=O)c3ccccc32)cc1
45	10	0.2	1	-21	11	2	-8	-5	1	-10	Cc1cccc(CSc2ccc(S(=O)(=O)N3CCCC3)cn2)c1
46	1	-3.3	-4	-4	-2	0	-14	-7	1	0	O=S1(=O)CC(c2ccccc2)=NN=C(c2ccccc2)C1
47	2	0.5	-6	4	2	-1	-4	-3	-3	-11	Cn1c(CN2CCCCC2)nc2cc(NS(=O)(=O)c3ccc(Cl)cc3)ccc21
48	-4	-2.3	1	2	4	0	-16	11	-2	8	N#C/C(=C\c1ccc([N+](=O)[O-])cc1)C(=O)NCCCn1ccnc1
49	0	1.3	3	2	2	2	16	-8	-1	6	CN(C)NC(=S)NC1CCS(=O)(=O)C1 (stereo not given)
50	-2	-1.2	-1	2	4	-2	-5	8	-1	-9	CC(NC(=O)CSc1nnc(CC(=O)Nc2ccc(Cl)c(Cl)c2)n1C)c1ccccc1 (stereo not given)
51	1	-1.1	-11	-3	5	1	9	5	2	2	Cc1cccc(C)c1OCc1nnc2c3cnn(C)c3ncn12
52	-2	-1.2	-2	-2	6	-1	-8	1	2	3	CCCn1nc(Oc2nc(NC(C)C)nc(N(C)C)n2)ccc1=O
53	0	0.0	-4	-6	-1	0	-9	7	0	-8	Cc1cc(C)cc(OCC(=O)N2N=C(c3cccnc3)CC2(O)C(F)(F)F)c1 (stereo not given)
54	2	-0.3	2	-9	0	0	4	-2	-3	-3	O=C(NCC(c1ccco1)N1CCCC1)c1cccc(S(=O)(=O)N2CCc3ccccc32)c1 (stereo not given)
55	2	0.0	7	-3	-5	9	-3	1	-13	3	CCC1(C)Cc2c(sc(NC(=O)CCC(=O)O)c2C#N)CO1 (stereo not given)
